FLuc modulator: qHTS profiling assay for firefly luciferase inhibitor/activator using purifed enzyme and Km concentrations of substrates (counterscreen for miR-21 project) | Luciferin 4-monooxygenase (Photinus pyralis), P08659 | Potency, µM (titrated, usually from 57.5 µM), inactives show at the highest dose activity change, negative = inhibition, actives largely listed as inhibitors | purified FLuc, Km substrates, luminescence inhibition | hit rate 6.9% among 360,000; active = well fitted inhibition curve with a large enough effect; inconclusive = small, poorly fitted or top-dose-only effect;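 note: plate controls were vehicle for no effect and reference inhibitor for full effect; nearly all actives have a fitted effect of over 55% in size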
Target sequence (P08659 whole entry, looked up): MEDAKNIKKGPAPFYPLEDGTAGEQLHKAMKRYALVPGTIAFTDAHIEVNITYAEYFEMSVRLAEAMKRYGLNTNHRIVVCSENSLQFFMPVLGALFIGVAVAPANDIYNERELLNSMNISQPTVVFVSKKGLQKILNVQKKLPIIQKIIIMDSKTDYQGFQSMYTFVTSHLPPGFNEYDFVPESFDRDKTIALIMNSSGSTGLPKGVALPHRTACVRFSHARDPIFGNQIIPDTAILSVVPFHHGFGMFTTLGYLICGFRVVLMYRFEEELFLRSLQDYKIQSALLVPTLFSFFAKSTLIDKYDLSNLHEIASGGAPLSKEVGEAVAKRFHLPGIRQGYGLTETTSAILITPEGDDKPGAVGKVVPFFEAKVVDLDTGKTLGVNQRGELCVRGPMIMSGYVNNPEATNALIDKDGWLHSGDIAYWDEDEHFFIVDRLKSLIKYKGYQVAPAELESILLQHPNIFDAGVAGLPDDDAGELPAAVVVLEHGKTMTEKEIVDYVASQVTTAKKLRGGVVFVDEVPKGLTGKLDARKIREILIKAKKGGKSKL
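Purified P. pyralis luciferase, 10 nM final, with Km-level 10 uM D-luciferin and 10 uM ATP in 50 mM Tris acetate pH 7.5, 10 mM Mg acetate, 0.01% Tween-20, 0.05% BSA; 6-point qHTS titration about 60 µM downward; luminescence read.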
* marks the source's active call; other numbers are inactive results. Potency is the fitted concentration of half-maximal effect. This is a subset, so the mix of outcomes need not match the whole.

CCN(CC)CCNC(=O)c1ccc(CSc2nc3ccncc3n2Cc2cccc(F)c2)cc1 was read as FLuc modulator 0%.
Screening CCCn1c(=O)c2sccc2n2c(CCCC(=O)N3CCN(c4cccc(Cl)c4)CC3)nnc12 returned FLuc modulator 5%.
For CCCCSCCCNC(=O)c1cn(C)c2ccc(S(=O)(=O)N3CCCCC3)cc2c1=O the results were FLuc modulator -3%.
Screening O=C(/C=C/c1ccco1)Nc1ccc(Cl)c(-c2nc3cc(Cl)ccc3o2)c1 returned FLuc modulator -14%.
Cc1ccc(Cn2ccnc2SCC(=O)NCc2ccc(F)cc2)cc1 was read as FLuc modulator -4%.
CC(=O)N1CCc2cc(Br)cc(S(=O)(=O)NCCc3ccc(Cl)cc3)c21 was read as FLuc modulator 4%.
For CS(=O)(=O)N(CC(=O)NCCc1ccccc1)c1cc(C(F)(F)F)ccc1Cl the results were FLuc modulator 5%.
CCOC(=O)/C(C#N)=C/c1ccc(-c2ccc(C)cc2)o1 was read as FLuc modulator 3.8µM*.
`COc1ccc(Cl)cc1-n1c(/C=C/c2cccc3ccccc23)nc2ccccc2c1=O` gave FLuc modulator 0%.
Screening COc1ccc(-n2nc(C(=O)N(C)c3cc(C)ccc3C)c3c4ccccc4n(C)c3c2=O)cc1Cl returned FLuc modulator -1%.
`CCOc1ccc(N2CC(NC(=O)C(=O)c3c[nH]c4ccccc34)CC2=O)cc1` (configuration not stated) gave FLuc modulator -5%.
Screening COc1ccc(CC(=O)NCCc2sc3nc(-c4ccc(OC)cc4)nn3c2C)cc1 returned FLuc modulator -16%.
Screening Fc1ccc(-c2cc(-c3nc(-c4cccc(Cl)c4)no3)[nH]n2)cc1 returned FLuc modulator -1%.
Screening COc1ccccc1OCCn1c(COc2cc(C)ccc2C)nc2ccccc21 returned FLuc modulator 0%.
Screening Cc1ccc(C(c2sc3nc(-c4ccco4)nn3c2O)N2CCCC2)cc1 (configuration not stated) returned FLuc modulator -19%.
CCc1ccccc1NC(=O)CSc1nc2n[nH]c(C)c2c(=N)n1-c1cccc(C)c1 was read as FLuc modulator 0%.
`COc1ccc(-c2[nH]c(-c3ccc(C)cc3)nc2SCC(=O)NCC2CCCO2)cc1` (configuration not stated) gave FLuc modulator -9%.
`CCCN(CCC)C(=O)c1cc2c(=O)n3cccc(C)c3nc2n1C` gave FLuc modulator 0%.
`CN(C)c1ccc(NC(=O)CSC2=Nc3ccccc3C3=NC(CC(=O)NCc4ccc5c(c4)OCO5)C(=O)N23)cc1` (configuration not stated) gave FLuc modulator -18%.
Cc1ccc(CNC(=O)Nc2cc(C(=O)NCc3ccc(C(C)C)cc3)ccc2N2CCCC2)cc1 was read as FLuc modulator inconclusive.
CCC1CCCCN1Cc1c(O)ccc2c(=O)c(Oc3ccccc3Cl)c(C(F)(F)F)oc12 (configuration not stated) was read as FLuc modulator 1%.
For O=C(CCS(=O)(=O)c1cc(Br)cc2c1N(C(=O)C1CC1)CC2)Nc1ccc(F)cc1 the results were FLuc modulator 0%.
For Cc1nnc2c3ccccc3nc(Nc3cccc(O)c3)n12 the results were FLuc modulator inconclusive.
`CCOc1ccc2cc(-c3nnc(Nc4ccc(C)cc4)s3)c(=O)oc2c1` gave FLuc modulator 0%.

For reference, part of the list above.
For Cc1nnc2c3ccccc3nc(Nc3cccc(O)c3)n12 the results were FLuc modulator inconclusive.
`CCOc1ccc2cc(-c3nnc(Nc4ccc(C)cc4)s3)c(=O)oc2c1` gave FLuc modulator 0%.

Additional structures
For COc1ccc(NC(=O)CSc2c3c(nc4ccc(Cl)cc24)CCCC3)cc1Cl the results were FLuc modulator -3%.
CCOc1ccc(NC(=O)C(=O)NCC(c2cccnc2)N2CCc3ccccc32)cc1 (configuration not stated) was read as FLuc modulator -19%.
CC(=O)c1cccc(NC(=O)CCn2nc(C)c(S(=O)(=O)N3CCCCC3)c2C)c1 was read as FLuc modulator -2%.
`Cc1ccc(C(c2cccc(Br)c2)c2c(C)[nH]c3ccccc23)s1` (configuration not stated) gave FLuc modulator -3%.
COc1cccc(CNC(=O)c2ccc(CS(=O)Cc3ccc(Cl)cc3)o2)c1 (configuration not stated) was read as FLuc modulator 6%.
`Cc1ccc(NC(=O)CSc2nnc3scc(-c4ccc(Cl)cc4)n23)cc1` gave FLuc modulator -4%.
For Cc1ccc2oc(C(=O)Nc3ccc(S(=O)(=O)Nc4nccc(C)n4)cc3)cc(=O)c2c1 the results were FLuc modulator -16%.
Fc1ccc(CSc2nc(NCc3ccccc3)c3ccccc3n2)cc1 was read as FLuc modulator 5%.
Screening Cc1cccc(NC(c2cccc(F)c2)c2ccc3ccc(C)nc3c2O)n1 (configuration not stated) returned FLuc modulator -1%.
`O=C(Nc1cc(-c2ccc(Cl)cc2)no1)c1ccc(F)cc1` gave FLuc modulator 4%.
`Cc1cccc(NC(=O)CSc2nccn2-c2cccc(Cl)c2)c1C` gave FLuc modulator -14%.
`CC(NC(=O)CSc1n[nH]c(-c2ccccc2Cl)n1)c1nc2ccccc2[nH]1` (configuration not stated) gave FLuc modulator inconclusive.

In the list so far, these contain two or more sulfur atoms.
For CCCCSCCCNC(=O)c1cn(C)c2ccc(S(=O)(=O)N3CCCCC3)cc2c1=O the results were FLuc modulator -3%.
`Cc1ccc(NC(=O)CSc2nnc3scc(-c4ccc(Cl)cc4)n23)cc1` gave FLuc modulator -4%.

Other results follow.
For O=C(NCc1ccccc1)C(=O)NCC(c1cccnc1)N1CCN(c2ccccc2)CC1 (configuration not stated) the results were FLuc modulator inconclusive.
COc1ccc(CNC(=O)c2ccc(CN3C(=O)C(C)=C(c4ccc(C)cc4)S3(=O)=O)cc2)cc1 was read as FLuc modulator 4%.
Screening COc1ccc(-c2nsc(NC(=O)c3ccccc3Br)n2)cc1 returned FLuc modulator 17µM*.
Screening CC1=C(C(=O)Nc2ccc(C)cc2C)C(c2ccc(Br)cc2)n2ncc(C(=O)Nc3cccc(C)c3)c2N1 (configuration not stated) returned FLuc modulator -2%.
Cc1nc2nc(CNC(=O)c3cccc(F)c3)nn2c(C)c1CCC(=O)Nc1ccc(F)cc1 was read as FLuc modulator 2%.
Screening Cc1ccc2oc(-c3ccc(C)c(NC(=O)c4ccc(N5CCC(C)CC5)c([N+](=O)[O-])c4)c3)nc2c1 returned FLuc modulator inconclusive.
`CCOC(=O)CC(NC(=O)c1cc2c(=O)n3cccc(C)c3nc2s1)c1ccc(OCC(C)C)c(OC)c1` (configuration not stated) gave FLuc modulator -8%.
`Cc1c(C(=O)NCc2ccccc2)sc2nc[nH]c(=O)c12` gave FLuc modulator 5%.
Screening COc1cc(NS(=O)(=O)c2ccc3[nH]c4c(c3c2)CCCCCC4)cc(OC)c1 returned FLuc modulator -7%.
For O=C(c1cc(-c2cccc(Cl)c2)on1)N1CCCCC1 the results were FLuc modulator 21µM*.
For Cc1cc(C)c2c(-n3cccc3)c(C(=O)NCCc3ccccc3)sc2n1 the results were FLuc modulator -2%.
For Cc1ccc(S(=O)(=O)NCCc2nnc3ccc(SCC(=O)Nc4c(C)cc(C)cc4C)nn23)cc1 the results were FLuc modulator 2%.
For Cc1cccc(NC(=O)C(NS(=O)(=O)c2cccc3nsnc23)c2ccccc2)c1C (configuration not stated) the results were FLuc modulator 2%.
For CCc1c(C)nc2nncn2c1Nc1cccc(C)c1 the results were FLuc modulator -2%.
For Cc1ccccc1CNC(=O)CCSCc1cnn(-c2ccccc2)c1-n1cccc1 the results were FLuc modulator -14%.
`O=C(Cn1c(SCC(=O)Nc2ccc(F)cc2)nc2ccccc21)NCc1ccccc1Cl` gave FLuc modulator 2%.
CCC(C(=O)NCCc1ccc(OC)c(OC)c1)n1nc(C)c2sc3ccccc3c2c1=O (configuration not stated) was read as FLuc modulator 19µM*.
For COCC(C)Nc1ncnc2c1cnn2-c1ccc(C)c(C)c1 (configuration not stated) the results were FLuc modulator 6.7µM*.
For COC(=O)CN1C(=O)CSc2ccc(S(=O)(=O)Nc3cccc(Cl)c3C)cc21 the results were FLuc modulator inconclusive.
For COc1ccc(C2=C(C)C(N3CCC(C(=O)NCc4ccc(C)o4)CC3)=NS2(=O)=O)cc1 the results were FLuc modulator 0%.
For CC(C)Cn1c(=O)c2ccccc2n2c(-c3cccc(Cl)c3)nnc12 the results were FLuc modulator -8%.
`COc1ccccc1N1CCN(CCCNC(=O)c2cnn(-c3cccc(Cl)c3)c2C2CCN(C(=O)OC(C)(C)C)CC2)CC1` gave FLuc modulator -2%.
For Cc1ccc(-n2nnc(C(=O)Nc3cc(F)ccc3F)c2C)cc1F the results were FLuc modulator 1%.
For CCOc1ccc(Nc2oc(/C=C/c3ccc(OC)c(OC)c3)nc2C#N)cc1 the results were FLuc modulator -7%.

Six entries drawn at random from the list so far, as already listed:
For COC(=O)CN1C(=O)CSc2ccc(S(=O)(=O)Nc3cccc(Cl)c3C)cc21 the results were FLuc modulator inconclusive.
`O=C(Cn1c(SCC(=O)Nc2ccc(F)cc2)nc2ccccc21)NCc1ccccc1Cl` gave FLuc modulator 2%.
For Cc1cccc(NC(=O)C(NS(=O)(=O)c2cccc3nsnc23)c2ccccc2)c1C (configuration not stated) the results were FLuc modulator 2%.
`COc1ccccc1N1CCN(CCCNC(=O)c2cnn(-c3cccc(Cl)c3)c2C2CCN(C(=O)OC(C)(C)C)CC2)CC1` gave FLuc modulator -2%.
For CC(C)Cn1c(=O)c2ccccc2n2c(-c3cccc(Cl)c3)nnc12 the results were FLuc modulator -8%.
For Cc1ccc(-n2nnc(C(=O)Nc3cc(F)ccc3F)c2C)cc1F the results were FLuc modulator 1%.

Later entries.
Screening CCOC(=O)c1c(-c2ccccc2)oc2ccc(NS(=O)(=O)c3ccccc3)cc12 returned FLuc modulator inconclusive.
`Cc1oc(-c2cccc(Cl)c2)nc1CN1CCC(C(=O)NCc2ccc(F)cc2)CC1` gave FLuc modulator -17%.
Screening CCc1cc2c(cc3c(=O)n(CCCC(=O)NCc4cccc(Br)c4)ncn32)s1 returned FLuc modulator inconclusive.
For Cc1nc(SCc2cccc(Cl)c2)nc2c1CCCC2 the results were FLuc modulator inconclusive.
CC(=O)c1cccc(NC(=O)Nc2sc3nc4n(c(=O)c3c2C)CCC(C)CC4)c1 (configuration not stated) was read as FLuc modulator -7%.
`O=C(C1CCN(S(=O)(=O)Cc2ccccc2)CC1)N1CCN(c2ccccc2)CC1` gave FLuc modulator 1%.
Screening CCN(CC)c1ccc(CNS(=O)(=O)c2cc3c(cc2C)NC(=O)CO3)cc1 returned FLuc modulator 2%.
For COC(=O)c1c(-c2cccs2)csc1NC(=O)c1cccc(Cl)c1 the results were FLuc modulator inconclusive.
COc1ccc(-c2nnc(Nc3ccc(OC)c(C(N)=O)c3)c3ccccc23)cc1 was read as FLuc modulator -18%.
Cc1ccccc1Nc1nc(-c2cccc(Cl)c2)c2c(n1)-c1ccccc1OC2 was read as FLuc modulator -3%.
`COC(=O)c1ccc(NC(=O)c2cc3cc4ccc(OC)c(Cl)c4nc3s2)cc1` gave FLuc modulator inconclusive.
COc1ccc(Cl)cc1NC(=O)N1CCC2(CC1)Oc1ccccc1C(=O)N2Cc1ccc(F)cc1 was read as FLuc modulator -11%.
Screening COc1ccc(OC)c(Nc2nn3c(=O)c4ccccc4nc3s2)c1 returned FLuc modulator -4%.
`Cn1c(SCc2ccc(F)cc2)nc2ccc(C(=O)NCc3ccccc3)cc21` gave FLuc modulator -8%.
For Cc1nc2ccn(Cc3cccnc3)c(=O)c2cc1C(=O)N1CCN(c2ccccc2)CC1 the results were FLuc modulator -2%.
Screening CC(=O)c1ccc(NS(=O)(=O)c2ccc3[nH]c4c(c3c2)CCCCCC4)cc1 returned FLuc modulator inconclusive.
Screening O=C(NCCc1ccc(Cl)cc1)c1ccc(CSCc2ccccc2Cl)o1 returned FLuc modulator -18%.
`Cc1ccc(OCC(=O)N(Cc2ccco2)Cc2ccc(C)o2)cc1` gave FLuc modulator -13%.
`CCOc1ccc(-c2csc(/C(C#N)=C/c3ccc(Br)cc3)n2)cc1` gave FLuc modulator -4%.
Screening COC(=O)c1ccc(NC(=O)c2c(NCc3ccc(C)o3)sc3c2CCCC3)cc1 returned FLuc modulator inconclusive.
Screening COc1ccc(CC(=O)Nc2ccc3nc(N4CCCCC4)cc(C)c3c2)cc1 returned FLuc modulator -17%.
O=C(NCc1ccccc1F)c1cc2ccccn2n1 was read as FLuc modulator inconclusive.
Screening CCOC(=O)c1c(C)oc2nc(C)nc(NCc3ccccc3OC)c12 returned FLuc modulator -9%.
Screening CC(C)(C)c1ccc(C(=O)NNc2ncnc3c2cnn3-c2ccccc2)cc1 returned FLuc modulator -11%.
For Cc1ccc(CNc2nc3ccccc3n3c(C)nnc23)cc1 the results were FLuc modulator inconclusive.
COc1ccc(CCNC(=O)C(=O)Nc2ccccc2F)cc1 was read as FLuc modulator 0%.
CCn1c(SCC(=O)Nc2cccc(Cl)c2)nnc1-c1nonc1NC(C)=O was read as FLuc modulator -7%.
`CC1CCN(C(=O)c2cc3c(=O)n(C)c4ccccc4c3s2)CC1` gave FLuc modulator -18%.
`CC(C)Cn1c(=O)c2ccccc2n2c(-c3ccc(Br)cc3)nnc12` gave FLuc modulator 2%.
COc1cc(OC)c(NC(=O)c2c(C)oc3nc(C)nc(N4CCOCC4)c23)cc1Cl was read as FLuc modulator -2%.
CCOCCCn1c(SCC(=O)NCCCOC)nc2c(sc3ccccc32)c1=O was read as FLuc modulator 1%.
For CC(=O)c1ccc(NC(=O)c2cc(C3CC3)nc3c2c(C)nn3-c2ccc(C)cc2)cc1 the results were FLuc modulator -2%.
O=C(CSc1oc(-c2ccccc2)nc1S(=O)(=O)c1ccc(Br)cc1)c1ccccc1 was read as FLuc modulator 3%.
Screening CCc1ccccc1N1CC(c2nc3ccccc3n2CC(C)C)CC1=O (configuration not stated) returned FLuc modulator -6%.
CCCCOc1ccc(CNC(=O)Cc2ccc(NC(=O)N3CCSc4ncccc43)cc2)cc1 was read as FLuc modulator -16%.
Screening CC(=O)N(Cc1cccnc1)c1nc2c(C)c(C)ccc2s1 returned FLuc modulator -13%.
